USP2a inh – USP2a (human) protease inhibition; O75604; USP2 core, Ub-CHOP2 coupled fluorogenic reporter, 485/531; Potency, µM (top dose mostly 38.3 µM), inactives show at the highest dose activity change, negative = inhibition, hits mostly inhibitors; 330,000 compounds, 0.01% hits; AID 463254;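 also: potency is read from the fitted curve at half-maximal effect; plate controls were DMSO wells for no effect and full inhibition by NEM control for full effect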
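Deubiquitinase activity read as fluorescence (485/531 nm) after Ub-CHOP2 cleavage activates the enterokinase reporter on its substrate; USP2 core 10nM, Ub-CHOP2 and substrate 25nM each, 30min compound preincubation then 60min RT; data normalized to NEM, curves fitted.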
Eya2 phos inh – inhibitors of human Eya2 phosphatase activity; O00167; 330,000 compounds, 0.006% hits; Potency, µM (top dose mostly 76.9 µM), inactives show at the highest dose activity, negative = inhibition, most hits filed as inhibitors; recombinant Eya2, OMFP fluorescence dephosphorylation (OMFP is methylfluorescein phosphate); also: potency is read from the fitted curve at half-maximal effect; % is scaled to controls: 0 for no effect and ±100 for the full control effect
Target sequence (O00167 whole entry, looked up): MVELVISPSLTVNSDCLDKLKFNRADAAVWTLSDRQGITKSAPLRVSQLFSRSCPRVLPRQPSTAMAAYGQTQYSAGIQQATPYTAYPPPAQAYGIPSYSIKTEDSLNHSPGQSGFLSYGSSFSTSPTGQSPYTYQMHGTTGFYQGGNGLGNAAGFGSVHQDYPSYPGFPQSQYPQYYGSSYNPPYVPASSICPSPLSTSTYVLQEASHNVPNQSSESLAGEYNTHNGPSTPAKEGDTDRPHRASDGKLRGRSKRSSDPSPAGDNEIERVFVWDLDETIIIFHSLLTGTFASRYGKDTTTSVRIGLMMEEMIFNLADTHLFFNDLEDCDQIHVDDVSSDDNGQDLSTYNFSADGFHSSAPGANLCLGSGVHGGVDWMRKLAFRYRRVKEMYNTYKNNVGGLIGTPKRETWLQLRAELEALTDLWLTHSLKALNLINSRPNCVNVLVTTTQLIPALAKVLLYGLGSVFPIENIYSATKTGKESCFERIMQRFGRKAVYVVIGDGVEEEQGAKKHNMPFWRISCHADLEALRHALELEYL
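Eya2 (0.2 uM) preincubated 10 min at ambient with compound, then OMFP substrate added at 50 uM; 10 min reaction in 50 mM HEPES pH 7.5, 50 mM NaCl, 5 uM MgCl2, 0.05% BSA, 1 mM DTT. Fluorescence read at Ex 485/Em 525 nm.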
Mito fusion yeast – blocks mitochondrial division or promotes mitochondrial fusion. Potency, µM (top dose mostly 46.1 µM), inactives show at the top dose growth rescue (activation), usual class: activators. 320,000 compounds, 0.23% hits. S. cerevisiae fusion-defective mutant growth rescue, CellTiterGlo 48 h;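 also: potency is read from the fitted curve at half-maximal effect; % of control where 0% means no effect; nearly all actives have a fitted effect of over 45% in size; temperature-sensitive fusion mutants such as fzo1-1 at 37 °C on non-fermentable ethanol glycerol medium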
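Growth-rescue viability read-out: after 48 h at the non-permissive 37C in glycerol/ethanol YPEG, yeast mitochondrial fusion mutants are measured by CellTiterGlo luminescence; compounds (23 nl pinned per well) restoring growth score as division inhibitors or fusion activators.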
ELG1 DNA repair – blocks ELG1-dependent DNA repair in HEK293T cells | AID 504467 | 330,000 compounds, 2.3% hits | HEK293T ELG1-luciferase reporter, luminescence, 16 h; DNA damage induced by 5-fluorouridine | Potency, µM (titrated, usually from 46.1 µM), without a hit: top-dose activity change, negative = inhibition, hits mostly inhibitors; also: potency is read from the fitted curve at half-maximal effect; % is scaled to controls: 0 for no effect and ±100 for the full control effect; nearly all actives have a fitted effect of over 55% in size
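DMSO vehicle served as the neutral condition. Each well held 2,000 cells given 5-fluorouridine plus compound; after 16 hr at 37 °C/5% CO2, ONE-Glo was added and luciferase measured 30 min later.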
KCNH2 WT inh – KCNH2 (human, wildtype) channel inhibition | Q12809 | U2OS, BacMam KCNH2, thallium flux FluxOr; hits give low values | activity change, % at 1.84 µM | 340,000 compounds, 0.37% hits | AID 720551;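 active = maximum activity change below -70%; inconclusive = maximum activity change between -70% and -50%; inactive = maximum activity change above -50%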; also: % is scaled to controls: 0 for no effect and ±100 for the full control effect
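U2OS cells were transduced with wild-type KCNH2 virus (2.03 x 10^8 / mL) for 4 h at room temperature, then cultured overnight at 37 C. Thallium flux was read with FluxOr dye. Rate constants were normalized to DMSO controls.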
AT treatment – potential ataxia-telangiectasia treatments restoring KAP-1 phosphorylation; […] A-T fibroblasts, KAP-1 phosphorylation AlphaLISA; neocarzinostatin DNA damage 30 min before lysis; Potency, µM (series often up to 57.5 µM), without a hit: at the highest dose activation, most hits filed as activators; 320,000 compounds, 0.19% hits; AID 485349; also: potency is read from the fitted curve at half-maximal effect; % of control where 0% means no effect; nearly all actives have a fitted effect of over 45% in size
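hTERT-immortalized A-T patient fibroblasts ([…]), 500 cells/well in OPTI-MEM, 1% FBS, got compounds for 60 min, then NCS for 30 min at 37C. Lysates were then assayed for phospho-KAP-1 by AlphaLISA (anti-pKAP1 donor, anti-KAP1 acceptor beads), 6 hr at 25C.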
TCR act – activators of T cell receptors | primary human leukocytes, anti-CD3, IL-2 HTRF, 48 h | Potency, µM (highest dose often 9.22 µM), for the others: at the highest dose activation of IL-2 secretion, usual class: activators | 330,000 tested, under 10 active | AID 504894; also: % of control where 0% means no effect
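HTRF read-out of IL-2 secretion: europium cryptate donor excited at 320nm, d2 acceptor emission at 665nm. Cells were primary human leukocytes incubated 48 hr with compounds and a-CD3 beads, supplying TCR signal only.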
TRPV1 ag – human TRPV1 agonism | Q8NER1 | TRPV1-expressing cells, Fluo-8 calcium influx, agonist mode | activation, % at 8.33 µM | 320,000 compounds, 0.19% hits | AID 540275; in the data active = activation above about 80%; inconclusive = between about 30% and that limit; also: 0% is about no effect
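TRPV1-expressing cells were cultured overnight at 35.5C and loaded with Fluo-8 calcium dye for 40 to 90 min at room temperature. After a 10 s baseline, compound was added and calcium influx was read kinetically for 3 min (ex 480/em 520 nm).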
TSHR antagonist – blocks TSH signaling through the human TSH receptor; P16473; TSHR-expressing cells, TSH-stimulated cAMP HTRF, 2 h; hits give low values; activity change, negative = inhibition, % at 11.5 µM; 330,000 compounds, 0.2% hits; AID 504810;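 active = activity change below a set negative limit, meaning inhibition stronger than a set level, cut at about -70% in these data; inconclusive = activity change between two set negative limits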; also: % is scaled to controls: 0 for no effect and ±100 for the full control effect
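TSHR-expressing cells were treated with compounds, then stimulated with TSH at EC80 (4nM final) for 2 hours at 37 deg C. Cellular cAMP was measured by HTRF competition between lysate cAMP and cAMP-d2 for a cryptate-labelled anti-cAMP antibody.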
KCNH2 3.1 inh – inhibitors of human KCNH2 3.1 potassium channel isoform | activity change, % (tested at about 1.8 µM) | U2OS KCNH2 3.1, thallium flux FluxOr; hits give low values | 340,000 compounds, 0.95% hits;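 active = maximum activity change below -70%; inconclusive = maximum activity change from -70% to -50%; inactive = maximum activity change above -50%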;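 also: thallium influx rate constant from kinetic fluorescence after stimulation buffer; % is scaled to controls: 0 for no effect and ±100 for the full control effect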
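Kinetic fluorescence (2 min after stimulation buffer) measures Tl+ influx through KCNH2 3.1 expressed by viral transduction in U2OS cells; the rate constant is normalized against DMSO controls serving as positive and negative references.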
Starred values were filed as active, the others as inactive; ? = inconclusive; . = not tested or not shown; [ ] = dose if it differs, or a comment. Unless noted, calls follow the shape of the dose curve; as a rule, active = well fitted curve in the direction sought with a large enough effect; inconclusive = small, poorly fitted or top-dose-only effect, or another doubt; inactive = no such curve, though single readings can be large; an effect the other way counts as inactive or inconclusive. Only part of the results is shown, so the mix of outcomes need not match the whole.

SMILES	USP2a inh	Eya2 phos inh	Mito fusion yeast	ELG1 DNA repair	KCNH2 WT inh	AT treatment	TCR act	TRPV1 ag	TSHR antagonist	KCNH2 3.1 inh
COc1ccccc1-c1c(C(F)(F)F)oc2cc(OS(C)(=O)=O)ccc2c1=O	-0.3%	10.7%	9.0%	?	45.8	0.4%	-8.5%[46.1 µM]	?	-28.2	-9.5
C=CCSc1nnc(CNS(=O)(=O)c2ccc(C)cc2)n1C	1.6%	0.3%	-4.0%	13.1%	-2.8	1.5%	4.8%	-0.7	4.4	10.1
COC(=O)[C@@]12CCCN1[C@H](c1ccc(-c3ccccc3)cc1)[C@@H]1C(=O)N(C)C(=O)[C@@H]12	-0.3%	-0.3%	1.8%	-0.9%	22.0	19.5%	-3.0%	0.4	-30.2	6.7
CCOC(=O)C1=C(C)NC(C)=C(C(=O)OCC)C1C(=O)OCC(=O)NC(C)c1ccccc1 (stereo not drawn)	-1.0%	-21.4%	-3.6%	?	-103.6*	3.7%	.	9.2	-8.1	-10.8
Cc1cc(=O)n2[nH]c(C(=O)O)nc2n1	4.5%	-0.1%	-2.2%	10.6%	-2.2	0.4%	2.7%	0.7	-3.3	15.0
C#CCOC(=O)Nc1ccc(OCC(F)(F)F)nc1	0.8%	1.8%	-7.9%	29.6%	6.0	10.1%	5.3%	.	-0.6	3.7
COc1ccc(NC(=O)CSc2nc3nc(C)cc(C)c3c(=O)[nH]2)cc1OC	3.9%	-13.7%	.	24.7%	2.1	-2.0%	0.4%	.	.	18.2
O=C(Nc1nc(-c2ccc(S(=O)(=O)N3CCCC3)cc2)cs1)C1COc2ccccc2O1 (stereo not drawn)	-0.9%	1.2%	2.5%	?	-40.3	4.6%	3.7%	-1.9	-23.3	-33.8
CN(C(=O)c1ccccc1C(=O)OCC(=O)c1ccc(F)c(F)c1)C1CCCCC1	2.7%	-0.3%	-9.2%	10.1%	-1.6	10.6%	2.4%	3.5	0.9	-38.6
CN1CCN(C(=O)CN(C)S(=O)(=O)c2cc(Cl)ccc2Cl)CC1	3.7%	-0.4%	-0.9%	10.5%	-18.5	6.8%	9.2%	1.1	9.3	-12.6
CCOC(=O)c1ccccc1NC(=O)Cn1c(-c2nonc2N)nc2ccccc21	0.3%	-3.0%	4.4%	?	5.6	-0.3%	-0.6%	4.8	-7.4	-6.0
O=C(CCn1nc(-c2ccc(Cl)cc2)ccc1=O)N1CCOCC1	0.9%	-12.3%	1.6%	4.7%	0.9	-0.8%	-5.2%	8.7	1.7	-3.9
CCn1c(SCC(=O)NCc2ccco2)nc2cccnc21	-1.0%	2.9%	-3.9%	6.5%	-1.7	-2.1%	-0.1%	3.0	6.5	-5.0
Cc1ccc(-c2nn(C)c(=O)c3ccccc23)cc1CN1CCCCC1	5.9%	-11.6%	-1.0%	0.0%	-0.9	-0.4%	-2.5%	3.6	-0.4	-0.6
CCN(CC)c1cc(-c2ccccc2)ncn1	-1.4%	-2.4%	0.3%	?	-16.5	0.4%	-6.1%	9.2	7.4	0.1
CCCS(=O)(=O)N1CCN=C1SCc1cccnc1	9.7%	3.2%	-2.0%	0.6%	4.1	7.7%	-2.3%	1.2	30.1	17.9
O=C(O)c1ccc(S(=O)(=O)NC2CCCCC2)cc1	1.7%	-0.1%	-0.1%	-1.6%	-28.4	0.9%	2.7%	-2.6	-6.2	4.3
O=C(Nc1ccc(F)c(Cl)c1)C1CC(=O)N(Cc2ccco2)C1 (stereo not drawn)	0.5%	19.1%	-2.7%	-0.8%	4.0	6.4%	-6.5%	4.6	-8.2	3.7
COc1ccccc1NS(=O)(=O)c1cc(NC(=O)c2sc3cc(Cl)ccc3c2Cl)ccc1C	-0.4%	2.7%	-10.2%	-2.6%	.	-2.3%	-8.6%	-6.3	-12.6	-41.8
CSc1ccccc1NC(=O)c1cc(-c2cccnc2)nc2ccc(Br)cc12	0.7%	5.0%	3.4%	23.1µM*	-48.2	-4.6%	-6.1%	7.1	-10.7	-18.8
Cc1ccc(-c2nnc(N3CC(C)OC(C)C3)c3ccccc23)cc1 (stereo not drawn)	1.3%	-0.7%	10.6%	?	-4.4	25.7%	3.4%	25.3	7.0	-13.5
COc1ccc(C(C)NC(=O)Cc2cccs2)cc1OC (stereo not drawn)	2.9%	3.0%	-0.9%	?	12.8	20.4%	0.8%	2.5	19.7	-20.5
COc1ccc2[nH]c(C)c(CCN(Cc3cccs3)C(=S)Nc3cccc(F)c3)c2c1	7.1%	9.4%	?	16.4µM*	-15.6	.	-1.5%	-2.3	3.5	-3.1
COC(=O)CSc1nnc(CNC(=O)c2cccs2)n1-c1cc(OC)ccc1OC	2.7%	27.0%	-1.1%	12.0%	-2.9	-1.8%	9.0%	-2.9	13.4	1.9
CC(CCN1CCN=C1Nc1ccccc1)c1ccccc1 (stereo not drawn)	0.8%	-5.5%	-3.5%	0.6%	11.1	9.5%	1.9%	-1.4	-11.8	-0.4

The results go on:
SMILES	USP2a inh	Eya2 phos inh	Mito fusion yeast	ELG1 DNA repair	KCNH2 WT inh	AT treatment	TCR act	TRPV1 ag	TSHR antagonist	KCNH2 3.1 inh
COc1cc(C)c(CN2CCN(S(=O)(=O)c3ccc(Cl)s3)CC2)cc1OC	-0.2%	-5.9%	15.4%	-29.1%	-0.8	3.0%	4.2%	11.8	-24.3	-0.5
CCOC(=O)CCCC(=O)Nc1ncnc2c1C(c1ccccc1)c1c(ccc3ccccc13)O2 (stereo not drawn)	-6.2%	8.2%	.	?	.	10.9%	0.2%	.	7.3	.
COc1ccc(NC(=O)CC2C(=O)N(c3ccc(Cl)cc3)C(=S)N2NC(=O)c2cccc(F)c2)cc1 (stereo not drawn)	0.1%	10.5%	-5.7%	-1.5%	-5.4	-6.4%	-16.1%[46.1 µM]	6.9	2.5	9.1
O=C(c1ccc(Cl)c(S(=O)(=O)N2CCCCCC2)c1)N1CCOCC1	0.5%	3.0%	-23.0%	-3.6%	1.5	-4.3%	-3.5%	-0.5	-4.7	19.7
O=C(O)/C=C\c1cccc(-n2nnnc2SCc2ccccc2F)c1	2.4%	4.2%	14.9%	-1.8%	2.5	-3.3%	3.1%	-1.6	-9.7	-13.7
CN(C)c1ccc(P(=O)(OC2CCCCC2)C(O)c2ccccn2)cc1 (stereo not drawn)	-2.9%	-16.6%	-1.2%	8.2%	-1.5	-4.8%	-2.8%	-0.4	5.7	-4.9
O=C(CSc1ccc(Cl)cc1)Nc1nnc(-c2cccc([N+](=O)[O-])c2)s1	0.8%	4.3%	-13.6%	-1.6%	4.8	7.0%	0.5%	-6.0	25.0	-0.7
COCCCN(C(=O)Nc1ccc(C)c(C)c1)C(C)c1ccccn1 (stereo not drawn)	0.3%	10.3%	3.3%	0.8%	-2.7	16.8%	.	.	-4.8	-0.1
O=C(Nc1ccc(S(=O)(=O)Nc2nccc(C3Cc4ccccc4C(=O)O3)n2)cc1)c1ccccc1 (stereo not drawn)	2.6%	1.0%	-1.9%	3.0%	-1.5	-1.4%	-1.9%	-1.2	3.8	-14.6
O=c1c2ccccc2c(-c2ccc(F)cc2)nn1-c1ccc(C(F)(F)F)cc1	-1.4%	?	7.8%	-3.6%	-25.1	1.4%	1.3%	3.8	-6.2	-47.4
Cn1cc(C(=O)N/N=C/C(Br)=C\c2ccccc2)ccc1=O	1.1%	6.6%	3.1%	-0.2%	5.2	8.3%	2.5%	.	2.2	6.6
CC(C)(C)NC(=O)NC(=O)COC(=O)c1c(F)cccc1Cl	1.8%	-5.3%	4.3%	?	31.1	3.9%	-0.5%	1.1	0.5	20.0
S=C1NC2(CCCCC2)Nc2ccccc21	0.4%	1.8%	-11.3%	-4.7%	-0.7	-3.9%[11.5 µM]	5.6%	1.0	-10.3	1.1
Cc1nn2c(CN(C(=O)COc3ccccc3)c3ccccc3)nnc2c2ccccc12	1.4%	-10.5%	8.2%	?	-21.8	-4.2%	5.1%[46.1 µM]	0.6	7.7	-8.2
COc1ccc(C(=O)/C=C/c2ccccc2C(F)(F)F)cc1	0.6%	2.1%	-2.2%	?	10.4	18.0%	-5.0%	?	-16.0	-5.8
C=CCN=C(C)C1=C(O)C(C)OC1=O (stereo not drawn)	3.5%	-7.9%	-3.1%	7.7%	-2.5	4.7%	1.5%[46.1 µM]	1.9	-2.1	-0.5
CCCc1c(C(=O)N/N=C(\C)CCc2ccccc2)nnn1-c1nonc1N	2.7%	6.3%	0.8%	5.8%	-25.2	-2.9%	-3.5%	8.5	-1.1	-5.9
COc1ccc(-c2cc(C(=O)OCC(=O)N(C)C)c3ccccc3n2)cc1	4.0%	7.9%	0.9%	?	2.9	4.8%	2.2%	?	-8.4	31.8

Source: PubChem BioAssay (National Center for Advancing Translational Sciences (NCATS))
